RAD54 inh: inhibitors of human RAD54 branch migration, primary screen, biochemical, fluorescence, single point; actives 0.14% (n = 360,000); RAD54 Holliday junction branch migration, FAM/BHQ fluorescence; inhibition, % at 10.4 µM;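 active = mean normalized replicate activity at least 40 and at least half of replicates scoring 40 or more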;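 note: 0% = median of neutral control wells and 100% = median of positive control wells; inhibitors cause a drop in the FAM fluorescence signal; in these data hits start at about 50%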
Target sequence (Q92698 whole entry, looked up): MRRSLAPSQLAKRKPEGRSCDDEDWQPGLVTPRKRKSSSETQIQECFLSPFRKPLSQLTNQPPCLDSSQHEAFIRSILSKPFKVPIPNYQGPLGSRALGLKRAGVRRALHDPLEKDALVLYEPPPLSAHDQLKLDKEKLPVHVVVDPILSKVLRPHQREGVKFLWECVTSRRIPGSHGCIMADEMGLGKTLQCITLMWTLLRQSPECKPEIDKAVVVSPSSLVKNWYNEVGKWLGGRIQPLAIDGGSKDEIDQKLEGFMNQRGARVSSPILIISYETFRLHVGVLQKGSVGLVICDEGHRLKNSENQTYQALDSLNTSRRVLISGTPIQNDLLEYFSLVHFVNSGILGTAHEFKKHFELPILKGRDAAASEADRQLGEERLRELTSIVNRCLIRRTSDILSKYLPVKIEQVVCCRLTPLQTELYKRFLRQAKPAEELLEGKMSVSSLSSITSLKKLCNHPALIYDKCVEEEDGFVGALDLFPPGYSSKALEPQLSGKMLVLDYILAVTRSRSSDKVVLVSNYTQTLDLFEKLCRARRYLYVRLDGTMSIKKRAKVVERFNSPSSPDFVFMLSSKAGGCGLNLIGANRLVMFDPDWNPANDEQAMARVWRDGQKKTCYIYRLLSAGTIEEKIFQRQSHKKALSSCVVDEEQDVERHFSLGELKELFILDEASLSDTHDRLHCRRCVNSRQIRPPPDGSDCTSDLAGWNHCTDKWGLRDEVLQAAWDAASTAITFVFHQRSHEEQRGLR
The depositor's hits bear a star. An excerpt. The share of hits here may be higher or lower than overall.

SMILES	RAD54 inh
C=CCN=C(NC#N)SCC(=O)NCc1ccccc1	-7
CCCn1c(NC(=O)c2cccc(S(=O)(=O)N3CCCC3)c2)nc2ccccc21	-8
O=C(CSc1nnc(NC(=O)C2CC2)s1)Nc1ccc(F)cc1	1
COc1ccc(C2C(C(N)=O)=C(C)Nc3nc(-c4cccc(Cl)c4)nn32)cc1OC (configuration not stated)	9
CC1CCN(C(=O)N[C@@H](Cc2ccccc2)C(=O)O)CC1	4
CCC(C)(C)n1nnnc1C(C(C)C)N(CCCO)Cc1cc2cc(C)ccc2[nH]c1=O (configuration not stated)	-3
Cc1ccc(S(=O)(=O)NCCNC(=O)c2cc(OCC(F)(F)F)ccc2OCC(F)(F)F)cc1	-20
COc1ccccc1CCNC(=O)C1CCCO1 (configuration not stated)	-1
Cc1nnc(NC(=O)c2ccc3ccccc3c2)o1	1
Cc1ccc(S(=O)(=O)N2CCCC2C(=O)OCc2nc3ccccc3s2)cc1 (configuration not stated)	8
O=S(=O)(c1ccc(Cl)cc1)N1CCN(C2CCN(Cc3ccccc3)CC2)CC1	8
CCN1CCc2c(sc(NC(=S)NC(=O)c3ccccc3)c2C#N)C1	42
CCSc1nc(-c2ccc(OC)cc2)ccc1C#N	-5
O=C(CSc1nc2ccncc2[nH]1)Nc1ccccc1C(F)(F)F	-2
Cn1c(=O)n(C)c2cc(NC(=O)C(F)(F)F)ccc21	-2
CN(C)c1ccc(-c2nn3c(-c4ccc(Cl)cc4)nnc3s2)cc1	3
COc1ccc(OCC(=O)OC(C)CN2CCOCC2)cc1 (configuration not stated)	-3
Cc1cc(NC(=O)c2cc(-c3ccncc3)nc3c(C)cccc23)no1	-7
CCCCN1C(=O)C(NC(=O)c2cccnc2)(C(F)(F)F)C2=C1CC(C)(C)CC2=O (configuration not stated)	-3
CN(C)c1ncc(S(=O)(=O)c2ccc(Cl)cc2)c(-c2ccccc2)n1	4
CC1(c2ccc3ccccc3c2)NC(=O)N(CC(=O)N2CCN(Cc3ccccc3)CC2)C1=O (configuration not stated)	10
CCc1nc2ccccc2c(C(=O)O)c1C	-1
COc1ccc(NC(=O)Cc2nc3ccccc3[nH]2)cc1	0
CC(C)[C@H](NC(=O)NCCc1ccccc1)C(=O)O	0
CCCOC(=O)c1ccc(Nc2cc(C)nc3ncnn23)cc1	-7
CN(C)C/C=C/C(=O)Nc1cccc(-c2c[nH]c3ncnc(Oc4ccc(NC(=O)CC(=O)Nc5ccc(F)cc5)cc4F)c23)c1	6
C=CCOc1ccccc1CNCCCN1CCOCC1	-14
COc1cc(S(=O)(=O)NCCCN2CCOCC2)ccc1Cl	4
Cc1cc(N2C(=O)CC(C(C)c3ccccc3)C2=O)no1 (configuration not stated)	-11
Cc1ccc(C(=O)C[n+]2cccc3ccccc32)cc1	-2
CCCCC(=O)Nc1ccccc1C(=O)N1CCOCC1	1
C=CCN1C=C2C(=O)C(C)(OC(=O)CCC(=O)OC)C(=O)C(Br)=C2C=C1c1ccc(OC)cc1 (configuration not stated)	-8
CNC(=O)CSc1nnnn1-c1ccc(C)cc1C	-3
COC(=O)NC1CCC(CC2CCC(NC(=O)OC)CC2)CC1 (configuration not stated)	2
Cc1ccc(S(=O)(=O)N(CC(=O)N2CCOCC2)CC(=O)N2CCOCC2)cc1	-13
COCCn1c(C)cc(C(=O)COc2nc3ccccc3nc2C)c1C	-5

Looked up above:
CCc1nc2ccccc2c(C(=O)O)c1C in RAD54 inh reads -1
CC(C)[C@H](NC(=O)NCCc1ccccc1)C(=O)O in RAD54 inh reads 0
COc1ccc(NC(=O)Cc2nc3ccccc3[nH]2)cc1 in RAD54 inh reads 0
CN(C)c1ccc(-c2nn3c(-c4ccc(Cl)cc4)nnc3s2)cc1 in RAD54 inh reads 3
Cc1cc(NC(=O)c2cc(-c3ccncc3)nc3c(C)cccc23)no1 in RAD54 inh reads -7
COC(=O)NC1CCC(CC2CCC(NC(=O)OC)CC2)CC1 (configuration not stated) in RAD54 inh reads 2
CN(C)c1ncc(S(=O)(=O)c2ccc(Cl)cc2)c(-c2ccccc2)n1 in RAD54 inh reads 4
O=C(CSc1nnc(NC(=O)C2CC2)s1)Nc1ccc(F)cc1 in RAD54 inh reads 1
Cc1ccc(S(=O)(=O)N2CCCC2C(=O)OCc2nc3ccccc3s2)cc1 (configuration not stated) in RAD54 inh reads 8
CCC(C)(C)n1nnnc1C(C(C)C)N(CCCO)Cc1cc2cc(C)ccc2[nH]c1=O (configuration not stated) in RAD54 inh reads -3
CNC(=O)CSc1nnnn1-c1ccc(C)cc1C in RAD54 inh reads -3
C=CCN=C(NC#N)SCC(=O)NCc1ccccc1 in RAD54 inh reads -7

(cont.)
SMILES	RAD54 inh
CCS(=O)(=O)NCCCc1ccccc1	7
Cc1ccc(-n2c(-c3ccncc3)nnc2-c2cccs2)cc1	-7
C=C(C)CSc1nc(C)c(Cc2ccccc2)c(=O)[nH]1	-2
Cc1cc(C)c2nc(C(F)(F)F)nc(NCCCN3CCCC3=O)c2c1	-11
O=C(N/N=C/c1ccc(N2CCOCC2)o1)c1cccc(C(F)(F)F)c1	-4
CC(=O)c1ccc(N2CCN(C(=O)COc3ccccc3F)CC2)c(F)c1	-2
COc1ccc(NC(=O)C2=C(C)NC(=O)NC2c2cccc(OC)c2OC)c(OC)c1 (configuration not stated)	0
CN(C)S(=O)(=O)c1cccc(C(=O)Nc2cc(Cl)cc(Cl)c2)c1	-8
COc1ccccc1N1CCN(C(=O)c2sc3nc(-c4ccccc4)cn3c2C)CC1	4
O=C(CCc1ccccc1)Nc1nc2nc(-c3ccccc3)cc(=O)n2[nH]1	-6
Cc1ccc(C(=O)NNC(=O)C(C)Sc2nc(N)cc(N)n2)cc1 (configuration not stated)	-3
O=C1c2ccccc2C(=O)N1CC1c2ccccc2CCN1C(=O)N1CCOCC1 (configuration not stated)	-8
CC[C@@H](C)[C@@H]1CN([C@@H](CN2CCC[C@H]2CN2C(N)=NC[C@@H]2Cc2ccccc2)C(C)C)C(=N)N1CCCC1CCCC1	22
c1ccc(-c2ccc(CN3CCN(c4ncccn4)CC3)cc2)cc1	1
COCCCn1c(-c2ccccc2)nc2ccccc2c1=O	-2
O=S(=O)(N/N=C\C=C\c1ccccc1)c1ccc(Br)cc1	6
O=C1c2ccccc2NC(c2ccc(Cl)cc2Cl)N1O (configuration not stated)	6
CC1CCN(c2ccc(C(=O)N3CCOCC3)cc2[N+](=O)[O-])CC1	3
CC(C)C1N=C2c3ccccc3N=C(SCC#N)N2C1=O (configuration not stated)	5
O=C(NNS(=O)(=O)c1ccc(Cl)cc1)c1sccc1-n1cccc1	7
CCCCN(C)C(=O)Cn1cnc2sc(C)cc2c1=O	-1
COc1ccc(C(=O)NCCN2CCOCC2)cc1OC	-5
CC(C)CNS(=O)(=O)c1ccc(CCC(=O)N2CCN(Cc3ccc4c(c3)OCO4)CC2)cc1	5
O=C(NCC(=O)N(CCc1ccccc1)C(C(=O)NC1CCCC1)c1cccnc1)c1ccco1 (configuration not stated)	2
Cc1csc(SCC(=O)c2c(N)n(C)c(=O)n(C)c2=O)n1	8
O=C(O)C1CC1C(=O)N1CCN(c2ccc(Cl)c(Cl)c2)CC1 (configuration not stated)	-6
O=C1C(c2ccccc2)SC(=Nc2ccccc2)N1S(=O)(=O)c1ccccc1 (configuration not stated)	2
CCOc1ccc(-c2n[nH]c(C)c2-c2ccccc2OC)c(O)c1	-5
CC1(C)Cc2ccccc2C(NNC(=O)c2ccccn2)=N1	13
CCCCOC(=O)c1ccc(NC(C)=O)cc1	-10
Cn1nccc1C(=O)OCC(=O)Nc1nc(-c2ccccc2)cs1	-11
CCOC(=O)c1[nH]c2ccc(OCC)cc2c1NC(=O)CN1CCCC(C)C1 (configuration not stated)	-3
COc1ccc(-c2nnn(CC(=O)N(Cc3ccccc3Cl)C(C(=O)NCC3CCCO3)c3ccco3)n2)cc1OC (configuration not stated)	2
O=C(Nc1ccc2oc(=O)ccc2c1)c1cccnc1Cl	-4
CC(C)(C)c1csc(NC(=O)c2cccs2)n1	-13
CCOC(=O)/C=C1\CC(=O)Nc2nonc2N1	6
O=C(c1cc2c(s1)CCC2)N1CCN(c2ccccc2)CC1	-11
O=C(CN1CCCCC1)Nc1ccc(F)c(Cl)c1	11
COc1ccccc1NC(=O)c1cccc(S(=O)(=O)N2CCOCC2)c1	-1
Cc1nnc(NC(=O)C(C)Oc2ccc3c(C)cc(=O)oc3c2)s1 (configuration not stated)	7
CC(C)CCn1nnnc1C(c1ccccc1)N1CCC(C(N)=O)CC1 (configuration not stated)	-6
CN(C)c1nc(OCCNC(=O)Nc2ccccc2)nc(N2CCOCC2)n1	7
CCC(=O)Nc1sc2c(c1C#N)CC(C)(CC)OC2 (configuration not stated)	-1
O=C1CCCC(O)=C1C=Nc1ccc(O)cc1	1
COC(=O)c1sccc1NC(=O)c1ccc(C#N)cc1	-3
CC(C)NC(=O)C(OC(=O)c1ccccc1)C(OC(=O)c1ccccc1)C(=O)O (configuration not stated)	4
CCCOc1ccc(N2C(=O)CC(NCCNc3ccc(S(=O)(=O)CC)cc3)C2=O)cc1 (configuration not stated)	3
COC(=O)c1cc(C#N)c(Oc2ccccc2)nc1C	-3

Four of these compounds in a different format:
| compound | RAD54 inh |
| --- | --- |
| Cc1nnc(NC(=O)C(C)Oc2ccc3c(C)cc(=O)oc3c2)s1 (configuration not stated) | 7 |
| CC(C)CCn1nnnc1C(c1ccccc1)N1CCC(C(N)=O)CC1 (configuration not stated) | -6 |
| CN(C)c1nc(OCCNC(=O)Nc2ccccc2)nc(N2CCOCC2)n1 | 7 |
| CCC(=O)Nc1sc2c(c1C#N)CC(C)(CC)OC2 (configuration not stated) | -1 |

(more compounds)
SMILES	RAD54 inh
CCN(CC)CCN1C(=O)C(O)=C(C(=O)c2ccco2)C1c1ccccn1 (configuration not stated)	6
Cc1cccc(NC(=O)C2CCN(c3nccc(C)n3)CC2)c1	-4
CCOC(=O)N1CCN(CCC(=O)Nc2cc(OC)cc(OC)c2)CC1	4
CC(C)OC(=O)CSc1nnc(-c2ccc(Cl)cc2Cl)n1N	-6
CC1(C)CC(=O)C(C=NCCN2CCOCC2)=C(O)C1	-5
CC1=CCC(Cc2nc3ccccc3o2)C1(C)C (configuration not stated)	-2
CCOC(=O)CNC(=O)CSc1nc(N)cc(N)n1	-5
Cn1c(CN2CCCCC2)nc2cc(NC(=O)c3ccccc3)ccc21	-12
CC(C)NC(=O)c1ccccc1NC(=O)C1COc2ccccc2O1 (configuration not stated)	-6
CCCS(=O)(=O)N1CCC(C(=O)N2CCCC2)CC1	-6
Nc1ccc(-c2cc(N)n(-c3ccccc3)n2)cc1	-10
CCCC(=O)Nc1ccc(NC(=O)Cc2ccccc2)cn1	4
Fc1cccc(NCc2ccoc2)c1	-6
O=C(c1ccc(Cn2cc(Cl)cn2)cc1)N1CCN(c2ccccc2)CC1	3
O=C(NCc1ccco1)Nc1ccc2nsnc2c1	-5
O=C(COC(=O)Cc1ccc2c(c1)OCCO2)Nc1ccc(S(=O)(=O)N2CCCC2)cc1	4
CCC1(CC)NC(=O)N(CC(=O)NCc2ccc3c(c2)OCO3)C1=O	-9
COCCNc1oc(COc2cccc(C)c2)nc1C#N	0
O=C(CCN1C(=O)c2ccccc2C1=O)N1CCN(c2ccccc2)CC1	-4
COc1cc(CNn2cn[nH]c2=S)cc(Cl)c1OCc1ccccc1	5
CCOCCCNC(=O)C(NC(=O)C1CCC(=O)N1)c1ccc(C)cc1 (configuration not stated)	-2
O=C(CSc1nc(-c2ccco2)cc(C(F)(F)F)n1)N1CCCc2ccccc21	1
CCOc1ccc(N(CC(=O)Nc2ccc(OC)cc2)S(C)(=O)=O)cc1	-3
CC(CC(=O)Nc1ccc(Cl)c([N+](=O)[O-])c1)c1ccccc1 (configuration not stated)	-10
Cc1cccc(N2CCN(c3cccc(C)c3)C2c2cccnc2)c1	3
O=C(Cn1nnc(-c2ccc(N3CCOCC3)cc2)n1)OC1CCCCC1	-22
NNS(=O)(=O)c1ccc(Cc2ncc(C(F)(F)F)cc2Cl)s1	-8
COc1ccc(Oc2c(Cl)cnn(-c3ccccc3)c2=O)cc1	2
N#C/C(C(=O)Oc1ccccc1)=C1\C=Cc2ccccc2N1	-3
C=CCc1cccc(/C=N/c2ncn[nH]2)c1O	3
O=Cc1ccc(Sc2nnc(-c3ccccc3)o2)c([N+](=O)[O-])c1	-13
Nc1nc(-c2ccco2)nn1C(=O)c1cccnc1	-7
CCc1cc(=O)[nH]c(SCCc2ccccc2)n1	5
Cc1cccc(/C=N/n2c(C)nnc2C)c1	8
Cc1cccc(N=c2oc3cc(O)ccc3cc2C(N)=O)c1	-3
CCSc1nnc(N(CCC(=O)O)CCC(=O)O)s1	-5
CC1CCCN(S(=O)(=O)c2ccc3c(c2)C(C)(C)C(=O)N3C)C1 (configuration not stated)	8
CCCc1ccc(-c2c(C)sc(NC(=O)c3ccnn3C)c2C#N)cc1	7
Cc1c(OCc2nn[nH]n2)ccc2c(-c3ccccc3)cc(=O)oc12	-9
NC(=O)C1CCN(Cc2nc3ccccc3c(=O)[nH]2)CC1	-1
O=C(Nc1ccccc1N1CCOCC1)c1ccccc1NS(=O)(=O)c1ccc(F)cc1	-2
Nc1cccnc1Sc1cc(Cl)cc(Cl)c1	-2
COc1cc(C)nc(Oc2ccc(=O)n(C)n2)n1	2
COc1ccc(C2=CC(c3sccc3C)n3nnnc3N2)cc1 (configuration not stated)	-26
Cc1cccc(OCc2nnc(SCn3nnc4ccccc4c3=O)o2)c1	1
O=C(Nc1nc2c(s1)CCCC2)Oc1ccccc1	5
CC1CCN(CC(=O)N2CCCc3c2c(=O)oc2ccc(OCc4ccccc4)cc32)CC1	8
CCOC(=O)c1nnc(-c2ccccc2)nc1Oc1ccc(Cl)cc1	5
COC(=O)/C=C1\NCCSC1=O	-1
O=C(c1ccc2c(=O)n(Cc3ccco3)c(=S)[nH]c2c1)N1CCN(c2ccccc2)CC1	5
CCOc1ccccc1C(=O)Nc1cc(Cl)ccc1O	5
O=c1[nH]n2c(=O)c3c([nH]c2c1N=Nc1cccc(Cl)c1)CCCC3	2
O=C(Nc1nccs1)c1ccc2nccnc2c1	-4
O=C(C1CC1)N1CCc2[nH]c3ccccc3c2C1	-8
Cc1cc(-n2c(=O)c(C#N)cc3c(=O)n4ccccc4nc32)no1	0

Compound activity deposited in PubChem BioAssay by Broad Institute.
